High-throughput results: PubChem, several laboratories
RSV CPE inhibition: RSV antiviral activity via CPE protection, HEp-2 cells, primary 10 µM value included (AID 2391). HEp-2 cells, RSV-induced CPE inhibition; higher % means a stronger effect. CPE inhibition, % at 10 µM; hits with a dose series show IC50 in µM. 310,000 tested, 0.13% active; in the data active = a potency from the dose series; inconclusive = CPE inhibition mostly from about 23% at the one dose, without a potency; inactive = the rest, 99 in 100 with CPE inhibition below about 21%; also: strong numbers were not always called active
Salmonella PhoP GFP: PhoP-dependent GFP reporter repression – Salmonella Typhimurium, primary screen (AID 1863). inhibition, % at 50 µM, or IC50 in µM where a hit was titrated. 300,000 tested, 0.16% active. S. Typhimurium PhoP-regulated promoter GFP reporter, 4 h; higher % means a stronger effect;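 active = inhibition over 29.93%, a cutoff 3 SD above the screen mean, later confirmed by dose response; inconclusive = inhibition over 29.93% but no dose response follow-up; inactive = inhibition at most 29.93% or unconfirmed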;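 also: 0% = low Mg2+ inducing control and 100% = high Mg2+ repressing control; strong numbers were not always called active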
WT yeast gro inh: growth inhibition of WT yeast, mitochondrial fusion screen | mitochondrial fusion phenotypic screen, WT strain | inhibition, % at 10 µM | 190,000 tested, 2.1% active; in the data active = inhibition above about 58%; tested in S. cerevisiae
West Nile virus CPE: inhibition of WNV-induced cytopathic effect – cell-based, CPE readout (AID 1621) | West Nile virus-infected cells, CPE inhibition; higher % means a stronger effect | one-dose CPE inhibition, % at 10 µM; IC50 in µM for titrated hits | 290,000 tested, 0.02% active; in the data active = a potency from the dose series; inconclusive = CPE inhibition mostly from about 3.7% at the one dose, without a potency; inactive = the rest, 99 in 100 with CPE inhibition below about 2.2%; also: strong numbers were not always called active
b-catenin transl: alters nuclear translocation of beta-catenin in HeLa cells. 190,000 tested, 0.3% active. AID 1665. nuclear translocation activity, % at 5 µM. immunofluorescence imaging;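 active = nuclear translocation activity above 50% at 5 µM, with a well cell count of 50 or more; inconclusive = wells under 50 cells across six images, flagged as toxic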;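 also: per-cell ratio of nuclear to cytoplasmic median beta-catenin stain intensity; plate controls were DMSO negative control for no effect and GSK-3 inhibitor IX positive control for full effect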
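Signal – beta-catenin immunofluorescence imaging with DAPI · Test system – human HeLa cell line · Dosing – 5 µM primary single dose, 0.1% DMSO, 0.02–20 µM confirmation series · Measure – % activation, nuclear-to-cytoplasmic median beta-catenin signal ratio per cell · Incubation – 24 h compound exposure at 37°C, 5% CO2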
T cell modulator: T cell immune modulators affecting CD8 T cell-vesicle binding; calls only at 7 µM; AID 2052; 330,000 tested, 0.068% active; 2C CD8+ T cell-vesicle binding, flow cytometry; hits give low values;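 active = response, share of CD8 T cells binding vesicles, and their 90th percentile fluorescence all below set limits, cut at about 80% in these data, passing the limit was not always enough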
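Benchmarks: naked versus QL9-loaded vesicles / Assay system: purified 2C TCR transgenic mouse naive CD8+ T cells / Technique: high-throughput flow cytometry with anti-B7-1 and anti-CD8 staining / Timing: Cell–vesicle co-incubation 1.5 h at 37 °C, staining 20 min on ice / Read-out: percent CD8+ FL2 mean versus row control / Probe or stimulus: QL9-loaded Drosophila micro-vesicles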
Large T inhibition: SV40 large T antigen inhibitors, biochemical (AID 1903) | SV40 large T antigen ATPase/helicase inhibition assay; higher % means a stronger effect | one-dose inhibition, % at 20 µM; IC50 in µM for titrated hits | 310,000 tested, 0.39% active; in the data active = a potency from the dose series; inconclusive = inhibition mostly from about 32% at the one dose, without a potency; inactive = the rest, 99 in 100 with inhibition below about 32%; also: strong numbers were not always called active
Myeloid diff 2: promotes myeloid progenitor differentiation | ER-HoxA9 myeloid progenitors, lysozyme-GFP differentiation, flow cytometry | calls only at 10 µM | 360,000 tested, 1% active;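 active = normalized GFP-positive differentiation at or above the plate's own cutoff, the solvent-only control mean plus 3 SD; inconclusive = no clear call, values can overlap the other calls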;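 also: cells exposed to compound for four days before flow analysis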
Rac1 GTP hydrolysis: MgcRacGAP GTPase-activating activity inhibitors, confirmation, biochemical, ADP Hunter fluorescence | 340,000 tested, 0.6% active | inhibition, % at 30 µM, or IC50 in µM where a hit was titrated | MgcRacGAP-stimulated Rac1 GTP hydrolysis, ADP Hunter fluorescence; higher % means a stronger effect; GST-tagged Rac1 F28L mutant substrate;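 active = first-screen hits whose inhibition reached a set limit at any dose in the follow-up dose series; inconclusive = inhibition above the set first-screen limit but never retested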;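 also: fluorescence reports GDP produced by GAP-driven GTP hydrolysis; strong numbers were not always called active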
WT yeast gro inh mutant strain: further read-out of WT yeast gro inh, marked with its call; inhibition, %; mitochondrial fusion phenotypic screen, mutant strain inhibition
b-catenin transl cell count 5 µM: also measured in b-catenin transl; calls as there; cell count; measured here: cell count, cytotoxicity flag
T cell modulator vesicle-bound %: recorded beside T cell modulator, whose call it bears; double positive events, %; measured here: CD8+ vesicle-bound cell fraction;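 binding gate set so that unloaded-vesicle control wells show 10% double positive cells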
Myeloid diff 2 GFP+ MAC1+ %: second read-out of Myeloid diff 2, no call of its own (marks repeat the call); GFP+ MAC1+ double positive, %; measured here: differentiation confirmed by MAC1 staining
* marks the source's active call; other numbers are inactive results; i = inactive; ? = inconclusive; . = no result given; + = active, no number.

Screens in order: RSV CPE inhibition	Salmonella PhoP GFP	WT yeast gro inh	WT yeast gro inh mutant strain	West Nile virus CPE	b-catenin transl	b-catenin transl cell count 5 µM	T cell modulator	T cell modulator vesicle-bound %	Large T inhibition	Myeloid diff 2	Myeloid diff 2 GFP+ MAC1+ %	Rac1 GTP hydrolysis
CN(CC(=O)Nc1cccc(F)c1)C(=O)c1ccccc1OCC(=O)Nc1cccc(C(F)(F)F)c1
 : 0.9%	3.0%	.	.	.	.	.	i	53.0	6.2%	i	1.4	3.2%
N#Cc1nc(-c2cccc3ccccc23)oc1NCC1CCCO1 (centres undefined)
 : 44.5%	-6.0%	.	.	-1.4%	0.2	1338	i	45.3	10.7%	i	0.2	.
O=C1C(=O)N(CCCn2ccnc2)C(c2ccc(Cl)cc2)/C1=C(\O)c1ccc2c(c1)OCCO2 (centres undefined)
 : 1.0%	-9.3%	.	.	0.4%	.	.	i	14.4	13.0%	i	6.0	4.6%
CCC(OC(=O)c1nsc(Cl)c1Cl)C(=O)NCCOC (centres undefined)
 : 0.1%	1.9%	5.5	5.4	0.0%	-0.3	1051	i	43.1	4.3%	i	0.9	-3.3%
O=C1CC(c2ccccc2)n2ncnc2N1 (centres undefined)
 : 1.5%	31.7%	3.8	-6.5	-0.5%	.	.	i	28.7	-2.5%	i	1.5	3.4%
CCOc1cccc2c1OC1(C)CC2NC(=O)N1c1cccc(F)c1 (centres undefined)
 : -0.4%	-10.3%	20.2	20.2	-0.1%	1.2	1320	i	56.0	11.4%	i	1.0	8.8%
N/C(=N\OC(=O)C1CCCCC1)c1ccncc1
 : -1.3%	-4.9%	-2.3	-2.0	1.1%	0.6	1068	i	18.3	25.6%	i	0.3	6.0%
O=C(COc1ccc([N+](=O)[O-])cc1)N1CCc2ccccc2C1
 : 10.1%	3.5%	.	.	1.0%	.	.	i	11.7	4.9%	i	0.2	4.5%
C=C(C)Cn1c(N2CC(C)CC(C)C2)nc2c1c(=O)[nH]c(=O)n2C (centres undefined)
 : 22.3%	-2.1%	34.9	13.2	-0.1%	0.8	1039	i	43.9	.	i	3.9	16.9%
NC(=O)C(=O)NN=C1CCC(c2ccccc2)CC1 (centres undefined)
 : 0.9%	3.6%	2.5	-29.6	0.0%	.	.	i	14.3	14.5%	i	0.1	5.8%
CN(C)c1ccc(CNc2ccccn2)cc1
 : 1.2%	-2.2%	.	.	-0.3%	.	.	i	56.6	20.8%	i	0.3	19.2%
O=C(CCN1CCOCC1)Nc1cccc(Br)c1
 : 0.0%	-5.4%	-3.6	-4.1	-0.5%	-5.3	1153	i	45.2	9.3%	i	1.3	-3.2%
CCOc1cc2[nH]c(=S)n(CCCCC(=O)NCc3ccco3)c(=O)c2cc1OCC
 : 1.5%	-10.3%	-15.4	-14.8	-0.1%	-1.3	1060	i	53.7	3.6%	i	6.9	2.1%
Cc1cc(CCC(=O)O)c(C)cc1CCC(=O)O
 : 1.4%	-13.0%	-0.6	-7.7	0.8%	-0.2	1143	i	26.5	1.4%	i	1.0	12.6%
Cc1nn(-c2ccccc2)c(Cl)c1/C=N/Nc1ccc(Cl)c(C(=O)O)c1
 : 7.7%	-15.9%	-13.4	-10.9	0.8%	-1.9	998	i	38.4	18.1%	i	0.3	8.1%
Cc1nnc(N2C(=O)c3oc4ccccc4c(=O)c3C2c2ccco2)s1 (centres undefined)
 : 1.6%	-0.7%	2.9	7.1	0.3%	-0.7	1081	i	30.0	19.3%	i	0.6	5.0%
COCCCNC(=O)CCCn1c(=O)[nH]c2ccccc2c1=O
 : 3.1%	8.7%	16.2	14.5	-0.1%	-3.7	901	i	4.8	5.5%	i	1.2	2.7%
CCN(CC)S(=O)(=O)c1ccc2oc(C(=O)NCC3COc4ccccc4O3)c(C)c2c1 (centres undefined)
 : 20.9%	2.4%	6.6	-6.5	1.1%	.	.	i	18.8	2.8%	i	0.8	4.4%
Cc1c(C(=O)OC/C(O)=C(\C#N)c2nc3ccccc3[nH]2)oc2ccccc12
 : 2.7%	-5.6%	.	.	0.1%	0.0	1271	i	43.3	7.1%	i	0.0	15.9%
Cc1ccc(Cn2c(S(=O)(=O)O)nc3ccccc32)cc1
 : 0.8%	-0.9%	2.1	-6.3	0.2%	-0.2	1461	i	46.3	6.7%	i	1.1	9.1%
NNC(=O)c1ccc(COc2ccc3c(c2)CCC3)cc1
 : 2.9%	-1.5%	50.2	15.8	-1.4%	-1.3	1083	i	45.1	0.8%	i	0.7	1.9%
O=[N+]([O-])c1ccc(-c2cn3c(n2)CCC3)cc1
 : 0.8%	-0.3%	.	.	-0.4%	1.9	1267	i	27.9	14.5%	i	0.7	-5.1%
COC(=O)CNC(=O)c1cc(OC)cc(OC)c1
 : 3.3%	0.9%	-6.6	-13.5	0.1%	0.1	1445	i	52.9	2.6%	i	1.4	7.0%
CC1(C)COC(c2cccc(C3=NC(C)(C)CO3)n2)=N1
 : 1.2%	-7.8%	-8.9	-18.3	0.3%	-0.7	569	i	48.6	1.1%	i	0.2	5.0%
COCc1cc(/C=N\NC(=O)COc2ccc(Cl)cc2)ccc1OC
 : 0.9%	-12.2%	8.8	7.4	-0.1%	1.9	500	i	26.9	15.7%	i	0.3	5.8%
COc1ccc(OC)c(NC(=O)C2CCCN(S(=O)(=O)c3ccc(-n4cnnn4)cc3)C2)c1 (centres undefined)
 : 3.5%	-13.0%	.	.	2.2%	.	.	i	55.6	8.9%	i	0.3	3.9%
Cc1cc(-c2n[nH]c(=S)n2/N=C/C(Br)=C/c2ccccc2)n[nH]1
 : -1.4%	6.8%	32.6	31.2	?	0.0	966	i	39.0	30.5%	?	.	19.3%
CCOC(=O)c1nnc(-c2ccccc2)nc1Oc1ccccc1Cl
 : 4.2%	-16.1%	-21.1	-6.8	0.2%	-0.4	1162	i	44.7	5.0%	i	0.5	6.7%
CCOC(=O)c1c(S(=O)(=O)NCC(=O)N2CCN(c3ccccc3)CC2)c(C)n(C)c1C
 : 2.3%	-3.7%	.	.	1.1%	.	.	i	31.8	13.1%	i	0.5	13.6%
COc1ccc(C(=O)/C=C/c2ccc(O)cc2)cc1
 : -0.1%	0.7%	3.5	-9.4	0.2%	0.2	1043	i	17.9	25.3%	i	2.9	37µM*
COc1ccc(C2C3=C(CCCC3=O)N(CC(=O)O)C3=C2C(=O)CCC3)cc1
 : 0.3%	-3.4%	.	.	0.0%	.	.	i	59.7	12.1%	+	17.3*	4.5%
CS(=O)(=O)N(CC(=O)NCc1ccc(Cl)cc1)C1CCCCC1
 : 1.2%	-9.1%	0.5	-10.2	-0.2%	-1.7	1263	i	31.8	1.3%	i	0.3	4.6%
CC1=NN(c2ccccc2)C(=O)/C1=C/c1cc(C)n(C2CC2)c1C
 : -2.3%	3.3%	-3.7	0.0	-0.4%	-2.5	1028	i	49.1	22.9%	i	0.2	2.8%
Cc1cc(C(=O)Nc2cc(S(C)(=O)=O)ccc2Cl)no1
 : -2.3%	-5.1%	.	.	.	.	.	i	25.1	10.9%	i	0.6	5.9%
CCN(CC)C(=O)c1cccc(NC(=O)c2cc(C3CC3)nc3c2cnn3C(C)C)c1
 : 1.4%	.	.	.	.	.	.	i	42.1	.	i	0.6	5.5%
O=C(CSc1nc(C(F)(F)F)cc(=O)[nH]1)N1CCC(Cc2ccccc2)CC1
 : 1.9%	-3.3%	.	.	.	.	.	i	54.7	18.9%	i	0.4	0.5%
O=C(NC(Cc1c[nH]c2ccccc12)C(=O)O)c1ccc(Br)cc1 (centres undefined)
 : -1.2%	-0.1%	-16.4	-11.7	-0.1%	-5.9	996	i	61.6	8.2%	i	0.0	8.2%
COc1cc(CN(C(=S)NCC(=O)NC2CC2)C2CCCC2)cc(OC)c1OC
 : 2.6%	-1.6%	-14.7	-14.3	-0.7%	1.6	1119	i	58.6	10.4%	i	0.1	5.6%
COc1ccc(OC)c2sc(N3CCN(C(=O)c4ccc([N+](=O)[O-])s4)CC3)nc12
 : 0.2%	-0.9%	.	.	.	.	.	i	52.3	16.6%	i	1.7	3.7%
O=C(O)c1cccc(N2C(=O)c3cccc(Oc4ccc(Cl)cc4)c3C2=O)c1
 : 1.5%	-14.9%	-9.2	21.7	-0.1%	1.2	1121	i	45.8	17.6%	i	0.4	11.0%
CC(Oc1ccc(F)cc1)C(=O)NN (centres undefined)
 : 0.3%	-10.7%	0.2	-1.2	-0.1%	-0.2	962	i	24.1	4.7%	i	0.5	1.5%
CCOC(=O)c1ccc(-n2ccnc2)c(NC(=O)c2cccc(Br)c2)c1
 : 2.4%	-2.2%	12.9	4.4	-0.6%	-0.1	1096	i	21.8	-5.0%	i	0.2	7.3%
CCOc1ccc(N(CC(=O)Nc2ccccc2OC)S(C)(=O)=O)cc1
 : 3.2%	-1.6%	.	.	-0.9%	.	.	i	51.8	8.6%	i	0.7	9.6%
C/C(=N\NC(=O)c1ccc(N(C)C)cc1)c1ccc(C)cc1C
 : 3.1%	-14.3%	-6.9	11.0	-1.1%	.	.	i	17.0	18.2%	i	0.4	12.7%

Reformatted with each value named: 2 of the compounds above.
CCOc1ccc(N(CC(=O)Nc2ccccc2OC)S(C)(=O)=O)cc1
  RSV CPE inhibition = 3.2% | Salmonella PhoP GFP = -1.6% | WT yeast gro inh = . | WT yeast gro inh mutant strain = . | West Nile virus CPE = -0.9% | b-catenin transl = . | b-catenin transl cell count 5 µM = . | T cell modulator = i | T cell modulator vesicle-bound % = 51.8 | Large T inhibition = 8.6% | Myeloid diff 2 = i | Myeloid diff 2 GFP+ MAC1+ % = 0.7 | Rac1 GTP hydrolysis = 9.6%

C/C(=N\NC(=O)c1ccc(N(C)C)cc1)c1ccc(C)cc1C
  RSV CPE inhibition = 3.1% | Salmonella PhoP GFP = -14.3% | WT yeast gro inh = -6.9 | WT yeast gro inh mutant strain = 11.0 | West Nile virus CPE = -1.1% | b-catenin transl = . | b-catenin transl cell count 5 µM = . | T cell modulator = i | T cell modulator vesicle-bound % = 17.0 | Large T inhibition = 18.2% | Myeloid diff 2 = i | Myeloid diff 2 GFP+ MAC1+ % = 0.4 | Rac1 GTP hydrolysis = 12.7%
